# Screening data as filed in PubChem BioAssay.
# Shn3 inh set2 – Schnurri-3 reporter inhibition in Clone20 osteoblasts; Clone20 osteoblast Shn3 3'UTR firefly luciferase, 24 h; inhibition, % at 12.5 µM; hit rate 0.52% among 360,000;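 active means mean inhibition of at least 75% with every replicate also reaching 75%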;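 further: 0% = median of neutral control wells and 100% = pilot-screen positive control compound; some compounds past the cut are filed as inactive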
# iPSC survival up – increases survival of single human iPS cells | hiPSC single-cell survival, ATPlite luminescence; 100% = ROCK inhibitor wells, 0% = DMSO | survival enhancement, % at 20 µM | hit rate 0.044% among 360,000 | AID 602274; in the data active means survival enhancement above about 18%;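 further: cells exposed to compounds for 16 hours before the ATP read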
# TRPM1 prom inh – inhibitors of MITF-driven TRPM1 promoter in melanoma cells. SK-MEL-5 TRPM1 promoter luciferase, 24 h. inhibition, % at 12.5 µM. hit rate 0.83% among 330,000. AID 488899;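 active means mean inhibition across replicates of 60% or more, whatever share of single replicates reaches that level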; further: values of inactives mirror those of a sister screen read the other way
# TRAIL sens C8 – caspase-8 TRAIL sensitization; NB7+C8 cells + TRAIL, ATPlite viability luminescence; inhibition (viability loss, TRAIL sensitization), % at 10 µM; hit rate 1% among 360,000; AID 624354;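 active means compounds causing at least 50% loss of cell viability in the single-dose screen, relative to plate controls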
# HIF-2a block – blocks HIF-2a reporter activity. inhibition, % at 18.8 µM. AID 624352. 786-0 RCC cells HIF-2a reporter, luciferase luminescence, overnight. hit rate 0.72% among 360,000;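 active means inhibition of the luminescence signal of 40% or more relative to plate controls, in a single-dose primary screen at 18.75 µM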
# CF NFkB inh – inhibitors of cystic fibrosis induced NF-kB; KKLEB NF-kB-GFP reporter, PAF-induced, GFP fluorescence overnight; inhibition, % at 5 µM; hit rate 0.86% among 360,000; AID 588850;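 active means at least 50% inhibition at 5 µM, scaled per plate between neutral and stimulator controls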;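 further: PAF is a Pseudomonas aeruginosa culture filtrate used as stimulus; plate controls were PAF-stimulated DMSO wells for no effect and unstimulated DMSO wells for full effect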
# EBV LMP1 NFkB – Epstein-Barr LMP1 NF-kappaB reporter inhibition | LMP1-induced NF-kappaB luciferase reporter cells, luminescence | inhibition, % at 12.5 µM | hit rate 0.69% among 350,000 | AID 504558; in the data active means inhibition above about 41%;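 further: 0% = neutral control wells and 100% = reference inhibitor control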
# NR2E3 ag-1 – agonists of human NR2E3 nuclear receptor; CHO-S Gal4-NCOR/VP16-NR2E3 two-hybrid, luciferase; inhibition of corepressor binding, % at 3.98 µM; Q9Y5X4; hit rate 0.35% among 360,000; AID 602229;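 active means inhibition above the mean of all tested compounds plus 3 SD, cut at about 70% in these data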;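 further: 0% = DMSO with NR2E3 transfected cells and 100% = cells lacking NR2E3 construct; higher means lower luciferase signal from less NR2E3 corepressor binding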
# Target sequence (Q9Y5X4 whole entry, looked up, the tested form may be a part): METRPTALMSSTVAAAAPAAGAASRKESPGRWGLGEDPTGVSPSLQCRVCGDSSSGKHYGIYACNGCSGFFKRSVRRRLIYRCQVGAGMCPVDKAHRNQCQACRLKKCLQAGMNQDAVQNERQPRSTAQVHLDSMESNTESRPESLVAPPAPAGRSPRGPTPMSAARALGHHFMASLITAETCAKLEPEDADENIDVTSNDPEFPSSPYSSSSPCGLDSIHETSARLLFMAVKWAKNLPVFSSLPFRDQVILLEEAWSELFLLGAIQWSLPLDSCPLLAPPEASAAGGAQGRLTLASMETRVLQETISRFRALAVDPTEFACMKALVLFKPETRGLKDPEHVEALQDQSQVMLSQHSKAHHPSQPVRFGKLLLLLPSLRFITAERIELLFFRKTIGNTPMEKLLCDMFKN
# NR2E3 ag-2 – agonists of human nuclear receptor NR2E3; inhibition of corepressor binding, % at 4.78 µM; GST-NR2E3/biotin-RetCOR TR-FRET, 1536-well; Q9Y5X4; AID 2300; hit rate 0.12% among 320,000;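 active means percent inhibition above the cutoff of mean plus 3 SD of all tested compounds, set per screening campaign, cut at about 20% in these data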;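 further: 0% = DMSO wells and 100% = biotin wells as full block of FRET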
#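 Test system: GST-NR2E3 and biotin-RetCOR proteins | Quantity: 1.35 nM GST-tagged NR2E3 final | Medium: Tris pH 7.5 | Also added: 7 nM biotin-RetCOR | Dosing: Compound at 4.8 µM, single dose | Timing: 5 h at 4 °C | Detection: Time-resolved FRET | Read-out basis: Percent inhibition | Benchmarks: Biotin wells as high control, 0.6% DMSO wells as low control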
# KKLEB tox – counter-screen for CF NF-kB inhibitors: cytotoxicity. KKLEB CF airway cells viability, ATPlite luminescence, overnight; stronger effect = lower value; cells stimulated with P. aeruginosa culture filtrate. activity change (cytotoxicity), % at 5 µM. hit rate 0.36% among 360,000. AID 602141;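 active means corrected activity change at or below -50% at 5 µM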
# Peg3 prom inh – inhibitors of Peg3 promoter | hit rate 1.7% among 360,000 | HeLa PEG-Prom luciferase reporter, luminescence, overnight | inhibition, % at 20 µM;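 active means inhibition of at least 50% at 20 µM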
# Numbers without * were called inactive; / = no result given; & = joins results of further samples. Some of the compounds tested (hit frequency here may not be typical).
SMILES	Shn3 inh set2	iPSC survival up	TRPM1 prom inh	TRAIL sens C8	HIF-2a block	CF NFkB inh	EBV LMP1 NFkB	NR2E3 ag-1	NR2E3 ag-2	KKLEB tox	Peg3 prom inh
O=C(Nc1c(C(=O)N2CCOCC2)cnn1-c1ccccc1)c1cccc(F)c1	-28	-0.4	16	-21	6	-11	0	-4	-1	17	-4
COc1cccc(C(=O)NC2=NCCS2)c1OC	-41	0.0	-25	-1	-148	-9	-9	-31	3	8	-108
Nc1ncnc2c1ncn2[C@@H]1O[C@H](C(=O)N2CCC(F)(F)CC2)[C@@H](O)[C@H]1O	11	-0.4	/	12	16	8	/	14	/	-26	8
N=C1C(c2nc(-c3ccc(Cl)cc3)cs2)=C(O)CN1NC(=O)c1ccc(O)cc1	/	-0.6	-30	-5	-110	-7	-12	-52	3	-1	-89
O=C(CCc1nc2ccccc2c(=O)[nH]1)Nc1nnc(SCc2ccccc2)s1	-6	-0.4	-10	11	-2	2	-3	-15	1	22	-4
Cc1cc(NC(=O)c2cc3ccccc3o2)cc(C)c1OCC(=O)N1CCOCC1	-25	-2.6	-27	24	-79	7	1	-3	0	5	-65
CCCc1cc(=O)[nH]c2nnc(SCC(=O)Nc3nnc(SCC)s3)n12	11	-0.1	5	5	19	-4	3	-2	-2	3	6
O=C(CSc1ccc(-c2ccco2)nn1)NCc1ccc(F)cc1	0	0.8	18	-5	17	3	-1	1	-2	-8	-9
Cc1nc(Nc2ccccc2)sc1C(=O)c1ccc(F)cc1	-40	-0.5	-48	-3	-177	17	-1	-93	0	-11	-220
Cc1ccc2nc(-c3ccccc3)cc(C(=O)N3CCc4ccccc4C3)c2c1	26	-1.1	18	13	-6	-17	1	-11	-2	-10	8
O=C(/C=C\c1ccccc1)Nc1nccs1	-75	-1.5	-37	31	-138	-23	-2	-132	2	1	-194
Cc1ccc(-c2cc(C(=O)Nc3cc(C)ccc3C)[nH]n2)c(O)c1	-8	0.9	-37	3	-106	-9	1	-50	3	9	-96
CCc1cccc(C)c1NC(=O)c1cc(C)oc1C	-17	0.0	2	-17	1	-9	0	2	1	8	3
CCCCNC(=O)c1sc(=S)n2c1[nH]c(=O)c1ccccc12	-8	-1.6	2	-12	-9	41	-3	24	-1	-37	21
S=C(NCc1ccccc1)C(=S)NCc1ccccc1	19	5.8	7	6	-81	6	-21	-44	/	-15	-37
CC(C)OP(=O)(OC(C)C)C(Nc1ccccc1)c1ccc2c(c1)OCO2 (stereo unspecified)	-16	0.6	7	-5	19	-4	-1	-8	0	0	12
CCOC(=O)c1ccc(NC(=O)N2CCc3ccccc3C2)cc1	-9	0.1	-25	-57	-75	-28	-18	-27	0	4	-42
Cn1c(=O)c(C(=O)CN2CCN(S(=O)(=O)c3ccccc3)CC2)c(N)n(Cc2ccccc2)c1=O	1	1.7	7	9	12	-17	-4	8	-1	14	28
Cc1ccc(OCC(=O)Nn2cnc3ccccc32)cc1	5	-2.0	1	-6	5	-6	-6	-33	5	15	2
Cc1cc(NC(=O)C(C)SCC(=O)OCc2ccc(Cl)cc2Cl)no1 (stereo unspecified)	-6	-3.7	-7	6	9	9	-5	18	-4	-3	-7
CCn1nnnc1SCC(=O)NC1CCCC1	-6	3.2	0	-25	2	-8	-4	4	4	8	-4
C/C(=N\NC(=O)CN1CCOCC1)C(C)(C)C	-13	7.3	3	-1	0	-11	10	-29	2	2	4
O=C(c1ccccc1F)N1CCN(Cc2ccc3c(c2)OCO3)CC1	-2	-0.7	9	-1	14	8	8	-13	-2	-4	10
CC(C)CCn1c(Oc2ccc(Cl)cc2)nc2c1c(=O)n(C)c(=O)n2C	19	2.4	-9	8	26	10	7	6	1	-12	21
O=C(c1cccs1)N1C[C@H](n2cc(C3CC3)nn2)[C@@H](O)C[C@@H]1c1ccccc1	-4	-0.3	/	-2	10	4	6	-22	/	-14	7
O=c1[nH]c(CN2CCN(Cc3ccc4c(c3)OCO4)CC2)nc2ccccc12	5	-1.0	6	-4	12	-4	-4	-16	-2	1	4
O=C(C[n+]1ccc2ccccc2c1)c1ccc(NC(=O)c2ccccc2)cc1	5	-3.0	5	0	17	-16	1	0	3	0	8
COc1cccc(C(=O)NCC(=O)N/N=C/c2c(C)[nH]c3ccccc23)c1	-17	0.0	-1	19	27	-14	-10	-7	-1	12	7
COc1cc(-c2nnc(SCC(=O)N3CCOCC3)o2)cc(OC)c1OC	3	-0.1	1	-11	9	9	-6	-8	1	2	8
CC(C)(C)c1ccc(C(=O)NC2CCS(=O)(=O)C2)cc1 (stereo unspecified)	1	-0.2	-10	-5	-37	-2	-1	-11	0	1	-27
Cc1ccccc1CS(=O)(=O)Cc1ccc(C(=O)NCc2ccccn2)o1	-2	2.2	3	-5	10	4	-2	13	2	-1	10
CCN(C(=O)CSc1nc2nc(C)cc(C)n2n1)c1cccc(C)c1	-7	-0.2	-1	3	9	-1	-2	11	0	0	1
CCn1c(SCC(=O)N2CCCc3ccccc32)nnc1-c1ccco1	-8	-1.1	4	4	12	7	-5	-24	-1	2	4
COc1ccc(CCNC(=O)CN2CCN(Cc3ccccc3F)C2=O)cc1OC	10	-0.6	6	9	0	12	-3	-9	1	-4	9
CCOc1ccc(S(=O)(=O)Nc2ccccc2C(=O)N(C)C2CCN(C)CC2)cc1	-49	0.9	-9	17	12	-7	8	1	2	-12	-6
CCn1c(=O)c(C(=O)NCc2ccc(OC)c(OC)c2)c(O)c2ccccc21	3	-2.3	7	8	13	-3	3	-16	3	1	17
CN(C)c1ccc(NC(=O)Cc2ccccc2)c2ccccc12	-23	-0.4	-16	12	-84	12	-3	-14	-2	2	-68
Cc1ccc(CN(C)C(=O)c2cc(Br)c(Br)s2)o1	2	0.0	-8	9	4	19	0	0	-1	-5	6
CC(=O)c1cccc(NC(=O)NNC(=O)c2ccc(Cl)cc2Cl)c1	-2	-2.3	-5	-2	14	14	-4	-7	-3	9	11
CCC(c1ccccc1)c1nc(-c2ccccn2)no1 (stereo unspecified)	-20	1.8	-25	-4	-79	9	-11	-6	1	4	-45
NC(=O)N/N=C/c1ccc([N+](=O)[O-])o1	-7	-2.3	9	14	-6	1	3	-10	-2	1	-35
COc1ccccc1NC(=O)NN1CCCCC1	5	-0.2	3	-4	-21	-4	8	-1	1	7	-12
CCOC(=O)c1ccc(NS(=O)(=O)c2ccc(-c3coc(C)n3)cc2)cc1	2	0.7	-9	12	3	-19	-2	26	-2	8	-9
Cc1nnc(SCc2ccc(F)cc2)s1	-11	-4.8	-49	11	-152	-26	-5	-41	4	12	-85
CCOC(=O)N1CCC(N2C(=O)c3ccc(C(=O)NCCC(C)C)cc3C2=O)CC1	4	0.4	-17	-10	14	-1	-4	-13	2	8	2
COC(=O)c1ccc(CSc2nc(-c3ccccc3)cs2)o1	-30	2.8	-51	24	-71	9	-12	-34	4	0	-99
CC(C)c1ccc(NC2CCCN(C(=O)c3ccsc3)C2)cc1 (stereo unspecified)	-11	-0.4	17	9	-15	-7	0	14	2	-3	1
O=S1(=O)CCC(N2CCOCC2)C1 (stereo unspecified)	-5	1.9	9	-20	18	4	-2	0	-4	-11	12
CC(NCC(=O)Nc1ccccc1C(=O)NC1CC1)c1cccs1 (stereo unspecified)	1	4.0	15	8	16	-12	-2	-5	/	1	-20
COc1ccc(OC)c(S(=O)(=O)N(C)CC(=O)N2CCN(c3ccc(F)cc3)CC2)c1	-16	3.7	11	10	20	7	2	1	1	0	6

# Further records follow.
SMILES	Shn3 inh set2	iPSC survival up	TRPM1 prom inh	TRAIL sens C8	HIF-2a block	CF NFkB inh	EBV LMP1 NFkB	NR2E3 ag-1	NR2E3 ag-2	KKLEB tox	Peg3 prom inh
NC(=O)c1cccc(-c2ccnc3c2CC(C(=O)NCc2ccccc2)O3)c1 (stereo unspecified)	25	-0.1	/	16	-2	33	/	-5	/	-21	-11
COc1ccccc1-c1ccc(=O)n(CC(=O)NCC2CCCO2)n1 (stereo unspecified)	6	-0.7	-2	-8	1	-3	-4	-23	-2	4	8
Cc1ccc(C(=O)NNC(=O)CCC(=O)Nc2cc(C)on2)cc1	-13	1.3	5	-1	1	-12	-1	-20	-3	14	-4
COc1ccc(N(Cc2cc(=O)[nH]c3ccccc23)C(C)=O)cc1	13	-0.8	7	-2	18	-26	14	-12	0	4	30
Cc1cccc(C)c1NC(=S)/C(=C(\[O-])c1cccs1)[n+]1ccccc1	-4	-1.1	2	-5	7	17	2	2	3	9	6
O=C(c1ccc(Cl)cc1Cl)C1(n2cncn2)Oc2ccccc2C1O (stereo unspecified)	1	0.4	15	15	28	0	-8	-2	0	-13	15
Cc1ccc(S(=O)(=O)N(CCC(=O)O)Cc2ccc(Cl)cc2)cc1	-14	-2.0	-9	-16	11	3	3	-20	1	-6	9
O=S(=O)(c1cccs1)N1CCN(c2ccccc2F)CC1	15	1.0	-7	1	2	5	-4	-2	3	5	-5
Cc1cc(C(=O)CSc2nnc(C3CC3)n2C2CC2)c(C)n1C(C)C	-15	0.4	-4	-5	-20	3	3	-4	4	9	-19
Cc1ccc(-n2cccc2/C=C2\C(=N)N3N=C(c4ccco4)SC3=NC2=O)cc1	-16	1.0	-9	-7	24	-5	-6	-18	3	0	14
O=S(=O)(NCCCCCNS(=O)(=O)c1ccccc1)c1ccccc1	28&0	2.5	11	11	1	3	6	9	2	2	18
O=C(NCC(F)(F)F)Nc1nnc(C(F)(F)F)s1	7	-4.2	0	5	3	13	1	19	0	-3	21
C[C@H](CO)N1C[C@H](C)[C@@H](CN(C)C)Oc2c(NC(=O)CCC(F)(F)F)cccc2C1=O	-9	1.9	-26	-11	6	-23	-6	-6	/	12	-6
O=C(NCCCCNC(=O)c1c(Cl)cccc1Cl)c1c(Cl)cccc1Cl	-7	-0.8	/	-11	18	13	/	16	-1	0	-1
CCc1ccc(/C=C/c2c[nH]c3ccccc23)[n+](CC)c1	81	-3.3	39	29	6	1	10	-30	-6	6	6
Cc1cc(C(C)(C)C)cc(S(=O)(=O)NCCc2ccncc2)c1C	19	0.7	12	-11	14	-1	-4	-16	-2	1	18
CCCn1c(SCC(=O)N2CCCCC2)nnc1-c1ccco1	0	-1.0	16	-15	7	-9	-2	-9	-3	5	12
COc1ccc(C)cc1S(=O)(=O)NCc1ccccn1	-50	-2.0	/	-13	4	-23	7	18	/	6	6
